F-actin modifier: modifiers of F-actin cytoskeleton organization, primary screen, imaging, HUVEC, phalloidin staining, high-content imaging; HUVEC TNFa F-actin phalloidin imaging; inhibition, % at 2 µM; hit rate 0.18% among 91,000;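 active = inhibition above the batch mean plus 3 SD and confirmed as a hit by visual image inspection, cut at about 30% in these data, passing the limit was not always enough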; note: strong numbers were not always called active
HUVEC inhibit: inhibitors of HUVEC proliferation, primary screen, cell-based, 384-well; viability, % at 10 µM (by protocol); hit rate 1.1% among 86,000; AID 648, 2007; CellTiter-Glo luminescence, 72 h; hits give low values;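 active = viability at or below 30%; inactive = viability above 30%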;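 note: 100% = median luminescence of DMSO-only cell control wells on each plate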
PTK2B oligo ant: antagonists of Pyk2 self-association, primary screen, Q293 cells, FERM NanoBiT luminescence, HTS | Protein-tyrosine kinase 2-beta (Homo sapiens), Q14289 | hits give low values | z-score (the deposit names both 25 µM and 10 µM) | hit rate 0.83% among 99,000;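 active = Z-score of -3 or lower, scaled per plate to the spread of control and sample wells; inactive = z-score above -3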;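 note: negative z-score means lost luminescence so less FERM oligomerization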
IL1B cytotox: cytotoxicity in IL-1B stimulated HUVEC, primary screen, cytotoxicity control for IL-1B NFkB translocation project, imaging, Hoechst nuclear count, IL-1B stimulus; HUVEC cell count loss; cell count reduction, % at 2 µM; hit rate 0.41% among 94,000;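 active = cell count reduction more than 3 SD above the screen-wide mean, cut at about 70% in these data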;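 note: normalized per plate to untreated control cells as the no-loss baseline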
TNFa cytotox: cytotoxicity in TNFa-stimulated HUVEC, primary screen, cytotoxicity control for VCAM1 expression modulator project, imaging, Hoechst nuclei count. hit rate 0.17% among 93,000. cell count reduction, % at 2 µM. HUVEC TNFalpha-stimulated, Hoechst cell count;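 active = cell count reduction exceeding the screen mean by over 5 SD, scaled to untreated wells per plate, cut at about 78% in these data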;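 note: cells counted after 24 h of TNF alpha exposure following the 1 h pretreatment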
Smad3 FoxH1 inh: Smad3/FoxH1 peptide binding inhibitors, primary screen, biochemical, TR-FRET; Mothers against decapentaplegic homolog 3 (Homo sapiens), P84022; TR-FRET Smad3/Dy647-FoxH1 peptide binding, europium anti-His; inhibition, % at 25 µM; hit rate 0.29% among 88,000;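 active = compounds that reduce the energy-transfer binding signal between the protein and its labelled peptide by more than half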;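 note: 0% = Smad3 plus labelled peptide maximal FRET and 100% = peptide-only background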
Target sequence (P84022 whole entry, looked up): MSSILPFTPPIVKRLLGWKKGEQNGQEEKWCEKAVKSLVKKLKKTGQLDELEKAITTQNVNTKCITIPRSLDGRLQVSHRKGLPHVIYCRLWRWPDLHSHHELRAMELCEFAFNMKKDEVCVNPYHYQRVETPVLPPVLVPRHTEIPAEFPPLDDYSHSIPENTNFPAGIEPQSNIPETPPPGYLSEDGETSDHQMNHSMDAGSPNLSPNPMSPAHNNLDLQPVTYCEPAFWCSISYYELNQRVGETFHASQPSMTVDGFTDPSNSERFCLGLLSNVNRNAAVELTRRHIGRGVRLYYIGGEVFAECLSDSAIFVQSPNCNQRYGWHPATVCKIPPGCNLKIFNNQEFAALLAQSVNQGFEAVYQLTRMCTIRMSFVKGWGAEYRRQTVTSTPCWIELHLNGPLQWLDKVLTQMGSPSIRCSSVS
H69AR inhibit: proliferation blockers of H69AR lung cancer cells, primary screen, cell-based, human, 86K library | H69AR lung tumor viability, ATP luminescence, 72 h; hits give low values | viability, % at 10 µM | hit rate 6% among 85,000;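 active = viability at or below 40%; inactive = viability above 40%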;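 note: multidrug resistant small cell line overexpressing MRP-1 efflux transporter; 100% = mean luminescence of untreated control wells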
Lung fibro prol: antiproliferative effect on LL 47 fibroblasts – human, LL 47 cells, CellTiter-Glo luminescence, primary screen; AID 719, 2007; viability, % at 10 µM; LL 47 human lung fibroblast viability, ATP luminescence; hits give low values; hit rate 1.1% among 85,000;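 active = viability at or below 50% in the single dose screen; inactive = viability above 50%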;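 note: compound exposure lasted 72 h before the ATP readout; 100% = median luminescence of untreated cell-only wells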
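Material: human LL 47 lung fibroblast cells; quantity: 1,150 cells/well; medium: IMEM plus 15% FBS; doses: 0.1% DMSO in all compound wells; timing: overnight attachment after seeding, then 72 h compound exposure at 37 °C; detection: CellTiter-Glo luminescence; measure: % viability of median cell-only signal; controls: cell-only wells, no compound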
VCAM1 TNFa inh: inhibitors of TNFa-induced VCAM1 expression, primary screen, imaging, HUVEC, TNFa stimulus, immunofluorescence | HUVEC TNFa-induced VCAM-1 immunofluorescence, high-content imaging | inhibition, % at 2 µM | hit rate 0.48% among 95,000 | AID 802, 2007;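 active = inhibition above the batch mean plus 3 SD, with images confirmed as a hit by eye, cut at about 37% in these data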;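 note: 0% = TNF-stimulated DMSO wells and 100% = unstimulated control wells; not every result past the cut was called active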
* = called active by the depositor; nt = not tested or not shown; [ ] = dose if it differs, or a comment. Not all compounds are listed (hit frequency here may not be typical).

SMILES	F-actin modifier	HUVEC inhibit	PTK2B oligo ant	IL1B cytotox	TNFa cytotox	Smad3 FoxH1 inh	H69AR inhibit	Lung fibro prol	VCAM1 TNFa inh
COc1ccc(NC(=O)C(CC(C)C)NS(=O)(=O)c2ccc3c(c2)CCN3C(C)=O)cc1OC (stereo not drawn)	nt	89	-0.81	9	-16	2	91	90	9
CN(Cc1ccccc1)c1oc(COc2ccccc2F)nc1C#N	nt	100	nt	nt	nt	-15	97	100	nt
CC(C)c1ccc(/C=c2\sc3nc(-c4ccncc4)nn3c2=O)cc1	8	nt	0.79	-12	nt	nt	nt	nt	-7
CCOc1ccc(Nc2nc3c(c(=O)[nH]2)CCCC3)cc1	3	99	1.4	-11	-8	11	98	112	17
COCC(=O)Nc1ccccc1C(=O)Nc1ccc(OC)cc1	-5	98	-0.46	-10	44	-1	102	101	6
CCS(=O)(=O)Nc1ccc(C2=NN(C(=O)c3ccco3)C(c3ccc(C)cc3)C2)cc1 (stereo not drawn)	2	nt	-3*	-8	nt	nt	nt	nt	-27
C=CCNC(=O)C(C#N)c1nc2ccccc2nc1N1CCN(Cc2ccccc2)CC1 (stereo not drawn)	38	100	-0.27	-20	-16	20	82	106	-4
O=C(CCSc1nc(-c2ccco2)cc(C(F)(F)F)n1)NCC1CCCO1 (stereo not drawn)	7	84	-0.21	-24	-49	-3	89	103	-12
Clc1ccccc1CSc1ncccn1	-9	96	-0.14	-16	-15	-22	101	98	2
CCOC(=O)C1CCN(C(=O)CCCOc2ccccc2)CC1	1	102	0.49	5	2	5	109	97	-6
COc1ccc(CNc2oc(-c3cccc4ccccc34)nc2C#N)cc1	8	73	0.29	32	-10	-2	86	102	-4
O=C(/C=C/Nc1cccc(C(F)(F)F)c1)c1ccc(Oc2ncccn2)cc1	4	nt	-0.37	-60	-38	nt	nt	nt	-27
COc1cc(C2NC(=O)NC(c3ccccc3)=C2C(C)=O)ccc1OCC#N (stereo not drawn)	3	94	-0.09	-14	-9	-1	96	95	18
CCCC(=O)Nc1ccccc1-c1nnc(SC)[nH]c1=O	14	94	nt	6	-29	-9	90	94	18
Cn1c(C(=O)N2CCN(c3ccc(Cl)cc3)CC2)cc2c(=O)[nH]c3ccccc3c21	15	74	-0.45	0	-44	7[fluorescence artefact?]	34*	102	-31
Cc1cc(=O)oc(C)c1C(=O)O	nt	102	-0.39	-34	nt	4[fluorescence artefact?]	90	93	nt
O=c1cc(-c2c(F)c(F)c(F)c(F)c2F)oc2ccccc12	10	nt	-1.5	0	-49	nt	nt	nt	12
Cc1cc(NCCCn2ccnc2)n2ncc(-c3ccccc3)c2n1	-6	68	-0.1	-2	-12	-1	27*	82	-3
CCn1c(C(=O)NC(C)c2ccc3c(c2)OCCO3)cc2sccc21 (stereo not drawn)	0	95	nt	2	-11	-7	92	98	-13
COC(=O)/C(N=Nc1cccc(C(F)(F)F)c1)=C(\C)O	11	nt	0.65	-74	-10	nt	nt	nt	10
Cc1noc(C)c1CSc1ccc2ccccc2n1	nt	96	-0.45	-8	nt	0	103	89	nt
COc1ccc2c(c1)c(C(=O)CNc1nc(C)cs1)c(C)n2C	4	87	-0.69	-31	-6	-2	68	90	-11
COc1ccc(-n2cnnc2SCC(=O)N2CCN(c3ccccc3)CC2)cc1	-1	87	0.12	-73	-14	0	78	96	3
CCCOC(=O)NC1C(NC(=O)OCCC)N(C)C(=O)N1C (stereo not drawn)	-27	90	0.15	-6	73	2	98	95	40
CCC(C(=O)N1CCN(S(C)(=O)=O)CC1)c1ccccc1 (stereo not drawn)	-5	88	0.41	-18	-36	5	100	95	4
CC(C)c1ccc(CN(C(=O)c2cc3ccccc3oc2=O)C2CCS(=O)(=O)C2)cc1 (stereo not drawn)	-5	92	-0.03	11	-16	11	68	100	11
COc1cc(/C=C/C(=O)Nc2cc(C(F)(F)F)ccc2Cl)cc(OC)c1OC	17	nt	-1.2	-80	-9	nt	nt	nt	-24
Cc1cc2oc(=O)cc(COC(=O)c3n[nH]c4ccccc34)c2cc1C	-2	93	-1.2	11	-13	-1	58	107	-8
CCc1nnc(NC(=O)CCC(=O)NC2CCCCC2)s1	-11	87	-0.85	-10	-13	7	94	90	-4
CN(C)c1cc[n+](CC(=O)Nc2cc(C(F)(F)F)ccc2Cl)cc1	-6	nt	1	2	11	nt	nt	nt	21
CCCCCC(=O)Nc1ccc(N2CCN(S(C)(=O)=O)CC2)cc1	-5	103	0.16	0	-2	2	102	101	-16
CCOc1ccc(N2C(=O)C3CC(C)=C(C)CC3C2=O)c([N+](=O)[O-])c1 (stereo not drawn)	8	nt	0.02	-16	7	nt	nt	nt	6
COc1ccccc1NC(=S)Nc1ccccc1F	-9	nt	-0.47	-3	-4	nt	nt	nt	5
Cc1cc(C)c2c(n1)nn1c(N3CCOCC3)cc(C)nc21	4	88	nt	17	-12	3	72	82	5
CC(C)CC(=O)NCC(C)NC(=O)CC(C)C (stereo not drawn)	19	103	0.13	9	3	7	97	103	-4
Cc1ccc(C(=O)O/N=C2\CCSc3ccc(C)cc32)cc1	-9	nt	1.4	-1	-9	nt	nt	nt	9
CNc1nc2ccccc2n1/N=C/c1cccc(OC)c1OC	-7	71	-1.8	-6	15	-12	62	99	13
O=C1CN(C(=O)c2ccco2)c2ccccc2N1	-10	nt	2.3	33	5	nt	nt	nt	-1
O=C(c1ccc(Nc2cccc(C(F)(F)F)c2)nc1)N1CCCC1	-61	80	-0.78	8	0	8	74	93	1
Cc1ccc(CNS(=O)(=O)c2ccc3oc(C(=O)O)c(C)c3c2)cc1	37	91	0.43	19	5	0	98	96	-1
Cc1ccccc1OCc1nnc2c3cnn(C)c3ncn12	nt	94	0.36	nt	nt	-3	90	105	nt
CC(=O)c1c(C)[nH]c(C)c1C(C)=O	14	105	-0.85	-87	-39	1	95	94	-24
C=CCSc1nnc(NC(=O)c2cccc(S(=O)(=O)N3CCOCC3)c2)s1	-10	70	-1.6	-1	11	-6	86	109	-8
COc1cccc(-n2cc3c(c2-c2ccccc2)c(=O)n(C)c(=O)n3C)c1	-50	83	-0.21	-8	-23	3	66	85	2
O=C(O)Cn1c(SCc2cccc3ccccc23)nc2ccccc21	-7	100	0.59	-18	-1	1	103	102	19
O=C(c1ccco1)N1CCN(CC(=O)N2c3ccccc3CCc3ccccc32)CC1	7	102	0.19	-9	-29	0	83	106	5
N#Cc1sc2nc(N3CCCCC3)c3c(c2c1N)CCCC3	-6	7.4*	-0.08	-2	-23	7	23*	91	-18
CCn1ccc(C(=O)Nc2ccc(N(C)C(C)=O)cc2)n1	6	86	0.4	-6	-23	3	91	97	13
CNc1nc(N)c(C(=O)C(C)(C)C)s1	-3	96	0.46	21	20	0	87	105	6
Cc1ccc(-c2noc(CN3C(C)CCCC3C)n2)cc1 (stereo not drawn)	-18	105	nt	-49	9	-1	138	94	12
(further entries)
SMILES	F-actin modifier	HUVEC inhibit	PTK2B oligo ant	IL1B cytotox	TNFa cytotox	Smad3 FoxH1 inh	H69AR inhibit	Lung fibro prol	VCAM1 TNFa inh
CCCN=Cc1c(CCC)[nH]n(-c2nc3ccccc3s2)c1=O	1	103	-0.41	-4	6	2	51	99	16
Cn1c(SCC(=O)NC2CCCC2)nnc1-c1ccc(S(=O)(=O)N2CCOCC2)cc1	-11	104	1.1	4	5	11	86	95	12
COCC(=O)Nc1nc(-c2ccccc2)c(C)s1	nt	99	0.58	nt	nt	4	90	104	nt
O=C(CN(Cc1cccs1)C(=O)CNS(=O)(=O)c1ccccc1)NCc1ccco1	-1	91	0	-10	-31	27[fluorescence artefact?]	103	99	10
Cn1c(NCCN2CCCCC2)cc(=O)n(C)c1=O	nt	108	1.1	nt	nt	5	102	111	nt
Cc1oc2c(C)c3oc(=O)c4c(c3cc2c1C)CCCC4	53	81	1.4	-15	-7	-5	14*	nt	-26
Clc1ccc(CN2C3=NCCCN3c3ccccc32)cc1	-49	90	-0.35	-6	2	2	70	95	1
COc1ccc(C(=O)N2CCN(C(=O)CC(C)C)CC2)cc1OC	-3	101	1.2	-14	1	-6	86	95	-12
CCOC(=O)c1c(C)n(CC(COC(C)=O)OC(C)=O)c2ccc(OC(C)=O)cc12 (stereo not drawn)	nt	nt	-0.14	0	-21	nt	nt	nt	6
CC(=O)N=c1sccn1CC(=O)c1ccc([N+](=O)[O-])cc1	-23	nt	0.05	-29	2	nt	nt	nt	8

Three compounds out of the list above, arranged by the number in F-actin modifier, descending.
Structure	F-actin modifier	PTK2B oligo ant	Smad3 FoxH1 inh	VCAM1 TNFa inh
Cc1oc2c(C)c3oc(=O)c4c(c3cc2c1C)CCCC4	53	1.4	-5	-26
CCCN=Cc1c(CCC)[nH]n(-c2nc3ccccc3s2)c1=O	1	-0.41	2	16
CC(=O)N=c1sccn1CC(=O)c1ccc([N+](=O)[O-])cc1	-23	0.05	nt	8

Next records follow.
SMILES	F-actin modifier	HUVEC inhibit	PTK2B oligo ant	IL1B cytotox	TNFa cytotox	Smad3 FoxH1 inh	H69AR inhibit	Lung fibro prol	VCAM1 TNFa inh
Cc1nnc(SCc2nnc(-c3ccccc3)o2)n(N)c1=O	nt	101	1.6	nt	nt	0	93	95	nt
Fc1ccc(Br)cc1C1C=C(c2cccnc2)Nc2ncnn21 (stereo not drawn)	nt	66	nt	nt	nt	0	25*	96	nt
CCn1c(N2CCN(C(=S)NCC(C)C)CC2)nc2ccccc21	-8	nt	0.68	15	-35	nt	nt	nt	13
CN1C(=O)c2oc3ccccc3c(=O)c2C1c1ccccn1 (stereo not drawn)	-35	102	0.13	-22	-8	8	94	100	-23
CCn1c(Cn2nnc(-c3ccccc3)n2)nnc1SCC(=O)Nc1ccccc1	25	108	0.79	-22	-45	-1	93	102	8
COc1ccc(NC(=O)CCCSc2nc(-c3ccco3)cc(C(F)(F)F)n2)cc1OC	12	82	-0.11	-29	nt	0	59	90	2
COc1ccc(Cn2c(O)cc(=O)[nH]c2=O)cc1	-5	98	-0.32	-4	4	-4	94	109	2
Cc1cc(=O)n(CNC(=O)c2ccccc2)c(=S)[nH]1	nt	85	1	5	-16	-1	89	95	14
Cc1noc(C)c1CSc1nc2ccccc2[nH]1	-16	97	0.49	3	-21	-4	75	102	6
COc1ccc(C(C#N)N2CCCCCC2)cc1OC (stereo not drawn)	9	101	0.17	-4	-19	8	89	96	-2
COc1ccc(N2CC(C)Cn3c2nc2c3c(=O)n(CCN3CCOCC3)c(=O)n2C)cc1 (stereo not drawn)	-41	84	-0.45	-4	-9	5	nt	90	-4
O=S(=O)(NCc1csc(-c2cccnc2)n1)c1ccc2c(c1)OCCO2	-6	98	0.58	-16	-37	1	100	107	9
Cc1ccc(Cn2ccc(NC(=O)c3cc(C)on3)n2)cc1	-19	98	0.17	-52	-2	-7	95	103	22
CCC(C)NC(=O)c1c(N)n(/N=C/c2cccnc2)c2nc3ccccc3nc12 (stereo not drawn)	-2	3.4*	3.3	-4	-8	-3	90	89	5
CCN(CC)c1ccc(NC(=O)C(C)C)cc1	nt	95	0.07	nt	nt	-2	94	99	nt
O=C(CCCN1C(=O)C2CCCCN2C1=O)N1CCN(c2ccc([N+](=O)[O-])cc2)CC1 (stereo not drawn)	-2	nt	0.88	6	-3	nt	nt	nt	1
